Source: PubChem
Cneo AK release – causes C. neoformans cell lysis. adenylate kinase release luminescence, 4 h; normalised: neutral wells 0, clomiphene wells 100. lysis activity, % at 15 µM. 360,000 tested, 0.2% active. AID 651654;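 active means mean lysis activity across replicates of at least 80%, whatever share of replicates individually reach that level; inactive means mean lysis activity below 80%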
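Material: C. neoformans cells | Amount: Yeast cell density of 5 × 10^6 cells/mL | Medium: Fresh YPD growth medium | Dosing: Single dose | Times: Static 4 h at 37 °C with compound, 1 h detection | Detection: AK luminescence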
C2C12 statin – protects C2C12 myotubes from simvastatin toxicity | rescue of ATP level, % at 7.49 µM | AID 602340 | ATP luminescence, 48 h; scaled: DMSO 0, geranylgeraniol control 100 | 330,000 tested, 0.78% active;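 active means mean ATP rescue above about 67%, or every replicate alone reaching that limit, limit read from the data, passing the limit was not always enough; inconclusive means no clear call, values can overlap the other calls; inactive means mean under the limit and some replicate under it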;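 further: myotubes were challenged with 10 µM simvastatin during compound exposure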
INS-1E GSIS act – primary screen for activators of insulin secretion dependent on glucose, INS-1E cells, GLuc reporter luminescence | INS-1E GLuc reporter insulin secretion, 2-3 h | activation, % at 16.6 µM | 370,000 tested, 0.61% active | AID 743287;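 active means lowest replicate activation of at least 40%, so every replicate reaches that level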;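 further: 0% = median of neutral control wells and 100% = median of IBMX positive control wells; some compounds called inactive have numbers as strong as hits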
PglD inh – PglD (C. jejuni) enzyme inhibition; purified PglD enzyme, DTNB colorimetric CoA detection; inhibition, % at 12.5 µM; 360,000 tested, 0.098% active; AID 602405; in the data active means inhibition above about 16%, passing the limit was not always enough; inconclusive means no clear call, values can overlap the other calls; further: strong numbers were not always called active
CFTR F508del cor – correctors of CFTR F508del function in bronchial epithelial cells; 350,000 tested, 0.36% active; activity (quench increase), % at 7.58 µM; CFBE cells, YFP halide quenching; stimulated with forskolin plus potentiator P3; % fluorescence drop versus neutral controls;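 active means mean added fluorescence quench of at least 8% versus neutral control, with both replicates also reaching 8%; inconclusive means only one of the mean or replicate conditions met; inactive means mean below 8% and not both replicates reaching 8%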;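 further: cells transiently co-express mutant CFTR-F508del with the halide-sensitive YFP; corrector assay measuring rescue of mutant channel to the surface after 24 h compound exposure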
PGC1a acetyl inh – lowers PGC1a acetylation signal in U2OS cells; inhibition, % at 15.6 µM; AID 651687; 350,000 tested, 0.17% active; AlphaScreen anti-acetyl-lysine; with virally co-expressed GCN5 acetyltransferase;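 active means every replicate shows inhibition of at least 40%; inconclusive means mean inhibition at least 40% but some replicate below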;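 further: 0% = neutral control wells and 100% = positive control wells; some results beyond the cut were filed as inactive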
FN deposition inh – fibronectin deposition inhibition. AH1F fibroblasts, Alexa488-fibronectin deposition fluorescence, overnight. inhibition, % at 12.6 µM. 350,000 tested, 0.086% active;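 active means mean inhibition across replicates of 30% or more, regardless of how many single replicates reach that level; inconclusive means mean under 30% yet at least half of replicates reach 30%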;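 further: positive control wells lacked labelled fibronectin entirely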
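Assay system: AH1F fibroblasts assembling fluorescent fibronectin matrix; Amount: 10000 AH1F cells per well; Buffer or medium: DMEM, 2% serum; Probe or stimulus: Alexa488-fibronectin, 24 nM final in well; Doses: single compound dose, delivered by pin transfer; Incubation: 1 h adhesion, overnight exposure; Measured by: fluorescence 485/525 nm; Read-out: fibronectin deposition inhibition.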
miR-122 sensor – blocks miR-122 activity in Huh7 sensor cells. Huh7 miR-122 Renilla luciferase sensor, 48 h; neutral wells = 0, positive control = 100. activation (reporter increase), % at 12.5 µM. 340,000 tested, 0.3% active;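 active means mean replicate activation score at least 90 and every replicate individually at or above 90; inconclusive means only one of the two criteria met; inactive means neither criterion met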;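 further: higher luciferase means less miR-122 activity so hits act as miR-122 inhibitors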
* hit, by the source's call; ? = inconclusive; / = not tested or not shown; [ ] = remark or other dose.

The first six compounds (preview)
mol	Cneo AK release	C2C12 statin	INS-1E GSIS act	PglD inh	CFTR F508del cor	PGC1a acetyl inh	FN deposition inh	miR-122 sensor
Cc1cccc(CC2CC(=O)N(c3ncccn3)C2=O)c1 (stereo not drawn)	-1	8	-1	3	/	17	3	1
COc1cccc(-c2ccc([C@@H]3[C@@H](C#N)N(C(=O)Cc4ccccc4)[C@H]3CO)cc2)c1	0	?	-7	3	-3.7	-17	-4	/
O=C(Nc1ccc(F)cc1)c1sccc1SCc1cccc(C(F)(F)F)c1	1	19	-25	-3	/	-12	-11	4
Cc1ccc(Cn2cccc2/C=N/NC(=S)Nc2ccc(C)cc2)cc1	-3	-5	4	2	0.0	-5	-4	3
COC(=O)C1=C(C)NC(=O)NC1c1cc(Cl)ccc1OC (stereo not drawn)	-2	7	/	4	/	7	11	3
Cc1ccc(NC(=O)CN2C(=O)NC3(CCCCCCC3)C2=O)cc1C	1	6	/	-1	3.6	-10	4	18

The list itself (from the top)
mol	Cneo AK release	C2C12 statin	INS-1E GSIS act	PglD inh	CFTR F508del cor	PGC1a acetyl inh	FN deposition inh	miR-122 sensor
Cc1cccc(CC2CC(=O)N(c3ncccn3)C2=O)c1 (stereo not drawn)	-1	8	-1	3	/	17	3	1
COc1cccc(-c2ccc([C@@H]3[C@@H](C#N)N(C(=O)Cc4ccccc4)[C@H]3CO)cc2)c1	0	?	-7	3	-3.7	-17	-4	/
O=C(Nc1ccc(F)cc1)c1sccc1SCc1cccc(C(F)(F)F)c1	1	19	-25	-3	/	-12	-11	4
Cc1ccc(Cn2cccc2/C=N/NC(=S)Nc2ccc(C)cc2)cc1	-3	-5	4	2	0.0	-5	-4	3
COC(=O)C1=C(C)NC(=O)NC1c1cc(Cl)ccc1OC (stereo not drawn)	-2	7	/	4	/	7	11	3
Cc1ccc(NC(=O)CN2C(=O)NC3(CCCCCCC3)C2=O)cc1C	1	6	/	-1	3.6	-10	4	18
O=C(NCC1CCCO1)C(=O)N/N=C/c1ccc(OCc2ccccc2Cl)cc1 (stereo not drawn)	0	-6	-8	-6	-2.3	5	0	/
CCCNC(=O)N[C@H]1C=C[C@@H](CC(=O)N2CCN(C)CC2)O[C@H]1CO	56	9	0	-2	1.1	-5	-8	/
CC1(C(=O)Nc2ccccc2)CCN1C(=O)CCc1ccc(Cl)cc1Cl (stereo not drawn)	-1	-5	-6	-1	0.8	3	-3	-2
c1cnc2ccc(C(c3nnnn3C3CCCC3)N3CCN(c4nc5ccccc5s4)CC3)cc2c1 (stereo not drawn)	1	122*	/	0	/	-24	/	11
CCOC(=O)C(C(=O)OCC)C(C)(C)/C(C)=N\Nc1ccc([N+](=O)[O-])cc1[N+](=O)[O-]	4	/	-33	2	/	0	/	0
COc1ccc(CC(=O)NNC(=O)c2ccc(NC(C)=O)cc2)cc1	/	/	-7	/	-0.5	-5	8	/
CCc1ccccc1NC(=O)C1CCN(S(=O)(=O)c2ccc3c(c2)N(C(C)=O)CCO3)CC1	-1	32	-27	-8	2.1	-12	-1	2
COc1ccc(NC(=O)Nc2ccc3c(c2)CC(=O)N([C@H](C)CO)C[C@H](C)[C@@H](CN(C)S(=O)(=O)c2cccs2)O3)cc1	-1	-9	-12	0	0.1	3	-2	-6[16.7 µM]
COCCNC(=O)c1onc(CSc2cccc(C)c2)c1C(=O)O	0	-6	-1	7	7.0	-3	0	-4
CCNC(=O)[C@H]1[C@H](CO)[C@H]2Cn3c(ccc(-c4ccc(F)cc4)c3=O)[C@H]2N1C(=O)Cc1cccnc1	0	8	4	-1	/	/	/	/
CN(C)CCCNC(=O)/C=C/c1ccc(OCc2c(F)cccc2Cl)cc1	0	7	35	1	-5.2	-18	-17	1
O=C(CCCN1C(=O)/C(=C/c2ccc(F)cc2)SC1=S)NCCCn1ccnc1	2	8	-28	6	-0.9	-6	4	8
CO[C@H]1CN(C)C(=O)c2cc(NC(=O)C3CCC3)ccc2OC[C@@H](C)N(C(=O)NC(C)C)C[C@H]1C	-7	2	-5	2	-5.1	-13	-4	/
C[C@H](O)C#Cc1ccc2c(c1)O[C@H](CN(C)Cc1ccccc1)[C@@H](C)CN([C@@H](C)CO)S2(=O)=O	1	-22	0	0	-2.7	5	15	54[16.7 µM]
CCOC(=O)C1=C(C)Nc2nc3ccccc3n2C1c1ccccc1 (stereo not drawn)	1	9	/	1	/	16	6	1
CC(=O)c1nnn(-c2nc(N)nc(N(c3ccccc3)c3ccccc3)n2)c1C	0	1	/	-4	/	/	1	-13
CO[C@@H]1CN(C)C(=O)c2ccc(NC(=O)NC(C)C)cc2OC[C@H](C)N(C(=O)CN(C)C)C[C@@H]1C	2	0	10	1	1.9	-5	-1	1[16.7 µM]
COC(=O)c1ccc2nc(C(F)(F)F)[nH]c2c1	1	/	/	4	/	10	-1	2
C[C@@H]1CN([C@H](C)CO)C(=O)c2cc(C#C[C@@H](C)O)cnc2O[C@@H]1CN(C)Cc1cncnc1	-2	9	2	-1	1.1	10	/	-4[16.7 µM]
CC1=C(C)CC(C(=O)N2CCN(Cc3ccc4c(c3)OCO4)CC2)C(C(=O)O)C1 (stereo not drawn)	/	/	-3	/	0.2	-6	-17	-1
CCOc1ccc(CCNC(=O)CN2C(=O)NC(CCSC)C2=O)cc1OCC (stereo not drawn)	2	13	0	-8	1.8	-4	-8	/
OC(COc1ccccc1)CN1CCC(Cc2ccccc2)CC1 (stereo not drawn)	7	45	-10	1	2.0	4	2	0
CCOC(=O)c1ccc(NC(=O)CCOc2ccc(C)cc2)cc1	-4	2	/	/	/	-6	-4	0
CCc1ccc(NC(=S)NC2CC3CCC(C2)N3Cc2ccco2)cc1 (stereo not drawn)	0	-21	11	10	/	3	1	-9
CC(=O)Nc1cc(-c2ccccc2N(C)C)cn2c(-c3cccc(C(F)(F)F)c3)cnc12	-1	-2	-6	5	-0.1	-6	-2	4
COc1cccc(-c2ccc3n(c2=O)C[C@@H]2[C@@H](CO)[C@H](C(=O)N4CCOCC4)N[C@H]32)c1	0	-17	7	-1	-1.4	/	/	-3[16.7 µM]
CN(C)C(=O)c1cccc(-c2ccc(C3[C@@H]4CN(C(=O)Cc5ccccc5)C[C@H]3N4)cc2)c1 (stereo partly drawn)	/	/	-1	/	-1.4	4	13	/
CCC(=O)N1[C@H](CO)[C@@H](c2ccc(C3=CCCC3)cc2)[C@@H]1CN(C)C(C)=O	-2	9	14	1	-0.2	-3	2	7[16.7 µM]
CS(=O)(=O)N(CC(=O)Nc1ccc(S(=O)(=O)N2CCOCC2)cc1)c1cccc(F)c1	-1	13	-30	3	-0.7	/	-1	-3
COc1ccc(CC(=O)N(C)c2ccccc2)cc1S(=O)(=O)N1CCOCC1	-1	-3	/	2	/	2	4	-5
CCN1CCN(c2ncnc3scc(-c4ccc(C)c(C)c4)c23)CC1	0	-5	-3	4	0.3	2	-2	-19
CCC(C)Sc1ccc([C@@H]2[C@@H]3C(=O)N(C)C(=O)[C@@H]3[C@]3(C(=O)OC)CCCCN23)cc1 (stereo partly drawn)	1	4	5	1	-1.1	-6	-2	0
O=[N+]([O-])c1ccc(O)c(C=NNc2ccc(S(=O)(=O)O)cc2)c1	-1	0	-1	-5	3.3	2	3	-2
COc1ccc(NC(=O)Nc2ccc3c(c2)C(=O)N([C@@H](C)CO)C[C@H](C)[C@H](CN(C)S(=O)(=O)c2cn(C)cn2)O3)cc1	1	/	1	-6	3.4	-12	-1	1[16.7 µM]
C[C@@H]1CN([C@@H](C)CO)C(=O)c2cccc(NS(=O)(=O)c3ccc(F)cc3)c2O[C@H]1CN(C)S(=O)(=O)c1ccc(F)cc1	-5	-17	18	-1	1.1	0	/	-6[16.7 µM]
C[C@H](CO)N1C[C@H](C)[C@@H](CN(C)C(=O)Nc2ccc(C(F)(F)F)cc2)OCCCC[C@H](C)Oc2ccc(NC(=O)Nc3ccc4c(c3)OCO4)cc2C1=O	4	10	9	-1	4.3	6	-6	-1[16.7 µM]
O=C(C[C@@H]1C[C@H]2c3cc(NC(=O)Nc4ccccc4)ccc3O[C@H]2[C@H](CO)O1)NCc1ccncc1	-1	1	1	-3	1.9	-1	-3	2[16.7 µM]
C[C@H](CO)N1C[C@H](C)[C@H](CN(C)Cc2ccccc2)Oc2ccc(NS(=O)(=O)c3ccccc3)cc2C1=O	-4	6	-6	4	1.7	-1	/	-3[16.7 µM]
Clc1ccc(CN2C3=NCCN3c3ccccc32)cc1Cl	0	-16	/	1	/	/	0	-20
COc1ccc2ccccc2c1CN1CCN(Cc2ccccc2)CC1	-1	24	38	3	/	9	/	1
COc1ccccc1NC(=O)c1cc(=O)[nH]c2ccccc12	-2	4	5	-4	1.5	-23	8	6
COc1ccc(NC(=O)Nc2ccc3c(c2)C(=O)N([C@H](C)CO)C[C@H](C)[C@H](CN(C)Cc2ccc4c(c2)OCO4)O3)cc1	0	8	-13	2	2.6	5	-7	12[16.7 µM]
CC(=O)NC[C@@H]1[C@@H](c2ccc(-c3cccnc3)cc2)[C@@H](CO)N1C(=O)C1CCC1	0	28	-6	1	1.0	4	-12	0[16.7 µM]
CCN(CC)CCCN1C(=O)C(O)=C(C(=O)c2ccco2)C1c1ccc(C)o1 (stereo not drawn)	-3	/	6	2	/	9	8	-3
N#CC1(NC(=O)CSc2nc3ccccc3o2)CCCCC1	0	-3	1	-3	0.8	-8	2	-3
Cc1cc2n(n1)SC(Nc1ccc(F)cc1)N2 (stereo not drawn)	-2	2	/	-2	/	9	-8	3
C[C@@H]1CCCCO[C@@H](CN(C)Cc2ccc(C(F)(F)F)cc2)[C@@H](C)CN([C@@H](C)CO)C(=O)c2cc(NS(=O)(=O)c3cccs3)ccc2O1	0	-59	-19	2	2.0	-5	/	8[16.7 µM]
COc1ccc(C(=O)N2CCCCC2c2cc(C(=O)Nc3cccc(C#N)c3)no2)cc1 (stereo not drawn)	-1	24	-12	-2	0.7	1	-2	-1

Another view of 2 compounds above:
Results follow in this order: Cneo AK release	C2C12 statin	INS-1E GSIS act	PglD inh	CFTR F508del cor	PGC1a acetyl inh	FN deposition inh	miR-122 sensor
N#CC1(NC(=O)CSc2nc3ccccc3o2)CCCCC1
→ 0	-3	1	-3	0.8	-8	2	-3
Cc1cc2n(n1)SC(Nc1ccc(F)cc1)N2 (stereo not drawn)
→ -2	2	/	-2	/	9	-8	3

Outcome played no part in choosing rows, and some 2.1% of all compounds hit somewhere here.
